EP2 modulator: EP2 receptor (human) modulation; EP2-expressing cells, cAMP HTRF FRET, PGE2 co-stimulation; induction, % at 25 µM; AID 940; P43116; hit rate 0.83% among 260,000;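 active means compounds whose cAMP rise, as percent of the full-agonist control response, exceeds 60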;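 further: rat C6 glioma line stably carrying human EP2 under a CMV promoter; the protocol text gives 20 µM as final concentration; 100% = response of wells given 1 µM PGE2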
Tb hexokinase: T. brucei hexokinase 1 inhibition. AID 1430. inhibition, % at 10 µM. hit rate 0.11% among 220,000. recombinant TbHK1, G6PDH-coupled NADH A340;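 active means inhibition of 50% or more in the single-dose primary screen; inactive means inhibition below 50%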
14-3-3 Bad inh: disrupts binding of bovine 14-3-3 zeta to phospho-Bad peptide; AID 781; inhibition, % at 21.7 µM; TR-FRET 14-3-3zeta/Dy647-pBad peptide displacement, 1 h; hit rate 0.71% among 220,000;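 active means inhibition above about 70%, limit read from the data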;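 further: 0% = full 14-3-3 plus peptide FRET controls and 100% = background without 14-3-3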
Calpain2 inh: inhibitors of pig calpain II; purified calpain II, fluorogenic peptide substrate, 30 min; inhibition, % at 16 µM; hit rate 0.37% among 220,000;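 active means inhibition above about 50%, limit read from the data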
eIF4E-4G inh: blocks eIF4E binding to eIF4G. TR-FRET eIF4E-eIF4GI(517-606) binding, 2 h. inhibition, % at 21.7 µM. hit rate 0.37% among 220,000. AID 782;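 active means inhibition above about 30%, limit read from the data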;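 further: 0% = full FRET control wells and 100% = background wells lacking eIF4GI fragment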
Target sequence (P63073 whole entry, looked up, the tested form may be a part): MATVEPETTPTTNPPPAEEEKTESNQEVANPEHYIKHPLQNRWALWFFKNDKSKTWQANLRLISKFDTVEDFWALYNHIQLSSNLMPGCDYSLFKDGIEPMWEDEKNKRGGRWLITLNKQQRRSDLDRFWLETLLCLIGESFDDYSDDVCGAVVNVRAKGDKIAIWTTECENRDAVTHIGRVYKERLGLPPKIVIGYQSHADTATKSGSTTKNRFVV
Target sequence (Q04637 whole entry, looked up, the tested form may be a part): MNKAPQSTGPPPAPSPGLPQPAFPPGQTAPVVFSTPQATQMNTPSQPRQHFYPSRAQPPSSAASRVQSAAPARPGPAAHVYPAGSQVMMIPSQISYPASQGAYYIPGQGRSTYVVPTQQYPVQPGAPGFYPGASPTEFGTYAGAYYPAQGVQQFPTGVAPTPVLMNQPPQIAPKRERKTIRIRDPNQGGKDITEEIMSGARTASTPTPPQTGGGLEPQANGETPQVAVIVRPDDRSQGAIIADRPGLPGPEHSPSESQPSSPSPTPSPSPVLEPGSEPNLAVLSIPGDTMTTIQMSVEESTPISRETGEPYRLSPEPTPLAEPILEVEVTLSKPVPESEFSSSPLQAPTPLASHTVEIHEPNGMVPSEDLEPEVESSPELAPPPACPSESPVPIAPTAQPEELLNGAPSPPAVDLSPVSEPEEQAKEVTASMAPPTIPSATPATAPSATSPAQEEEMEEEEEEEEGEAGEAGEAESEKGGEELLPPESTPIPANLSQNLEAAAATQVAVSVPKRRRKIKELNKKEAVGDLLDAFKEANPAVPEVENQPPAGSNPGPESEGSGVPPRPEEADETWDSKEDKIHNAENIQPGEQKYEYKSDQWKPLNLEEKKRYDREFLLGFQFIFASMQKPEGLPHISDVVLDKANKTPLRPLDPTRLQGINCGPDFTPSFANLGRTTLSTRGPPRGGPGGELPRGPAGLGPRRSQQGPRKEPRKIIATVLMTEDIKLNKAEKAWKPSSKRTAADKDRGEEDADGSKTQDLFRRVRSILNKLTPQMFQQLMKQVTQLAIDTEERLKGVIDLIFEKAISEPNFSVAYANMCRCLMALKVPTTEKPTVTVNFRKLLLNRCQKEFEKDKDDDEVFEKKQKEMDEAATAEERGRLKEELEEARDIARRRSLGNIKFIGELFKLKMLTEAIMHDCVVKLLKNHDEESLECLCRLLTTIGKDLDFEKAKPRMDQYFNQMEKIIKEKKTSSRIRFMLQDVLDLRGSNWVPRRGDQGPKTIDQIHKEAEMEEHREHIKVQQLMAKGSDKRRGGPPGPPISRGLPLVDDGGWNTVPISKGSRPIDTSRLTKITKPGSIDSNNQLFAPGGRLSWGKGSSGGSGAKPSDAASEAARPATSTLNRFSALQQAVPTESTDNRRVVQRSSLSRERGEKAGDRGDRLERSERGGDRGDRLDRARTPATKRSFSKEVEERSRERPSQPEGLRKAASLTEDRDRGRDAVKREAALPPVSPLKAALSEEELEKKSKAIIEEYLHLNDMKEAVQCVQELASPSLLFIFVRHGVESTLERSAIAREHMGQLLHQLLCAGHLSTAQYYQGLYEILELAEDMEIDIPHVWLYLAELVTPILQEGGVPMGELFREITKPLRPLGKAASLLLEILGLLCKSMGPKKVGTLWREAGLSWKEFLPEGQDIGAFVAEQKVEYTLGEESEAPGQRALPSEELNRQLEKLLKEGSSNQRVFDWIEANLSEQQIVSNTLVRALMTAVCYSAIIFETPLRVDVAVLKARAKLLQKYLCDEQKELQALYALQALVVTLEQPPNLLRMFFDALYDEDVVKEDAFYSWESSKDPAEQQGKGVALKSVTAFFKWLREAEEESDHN
Rad51 HR inh: Rad51 (human) homologous recombination inhibition | Q06609 | hRad51 DNA strand exchange, fluorescence dequenching | inhibition, % at 10 µM | hit rate 0.085% among 200,000;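 active means inhibition above 40% at the single screening dose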;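 further: 0% = DMSO control wells and 100% = blanks with heterologous ssDNA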
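material = hRad51 filaments on single-stranded DNA | reagent = Donor/quencher-labelled 47-bp dsDNA substrate | compound = 10 µM final, single point | schedule = strand-exchange reaction 15 min at room temperature | measured by = fluorescein emission 520 nm, excitation 485 nm | read-out basis = % inhibition versus plate control and blank means | benchmarks = plate controls and plate blanks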
zVAD death inh: blocks zVAD induced death of L929 cells | L929 zVAD necroptosis rescue, ATP luminescence, 24 h; with zVAD 60 µM | hit rate 0.38% among 220,000 | AID 1377 | viability rescue, % at 10 µM;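 active means activation, scaled between plate controls, above about 75%, limit read from the data; inactive means activation under that limit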;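 further: 0% = zVAD with DMSO and 100% = DMSO alone without zVAD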
Hck-Nef inh: inhibitors of human Hck kinase activated by Nef; P08631; Recombinant Hck-YEEI plus Nef, Z-Lyte FRET kinase assay; inhibition, % at 20 µM; hit rate 0.68% among 220,000; AID 463187;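 active means Hck-Nef kinase inhibition above about 50%, limit read from the data; inactive means inhibition below that limit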;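 further: 0% = DMSO with Hck plus Nef and 100% = Hck alone without Nef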
PGE2 EP2 inh: inhibitors of human EP2 prostaglandin E2 receptor; C6 glioma cells expressing human EP2, cAMP TR-FRET; cells stimulated with saturating PGE2; inhibition, % at 25 µM; hit rate 0.52% among 260,000;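 active means percent inhibition above 40 after rounding to a whole number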;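 further: rat C6 glioma host cells with rolipram phosphodiesterase inhibitor present; the protocol text gives 20 µM as final concentration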
* = called active by the depositor; i = inactive; · = not tested or not shown; [ ] = dose if it differs, or a comment. The list is partial (hit frequency here may not be typical).

Structure	EP2 modulator	Tb hexokinase	14-3-3 Bad inh	Calpain2 inh	eIF4E-4G inh	Rad51 HR inh	zVAD death inh	Hck-Nef inh	PGE2 EP2 inh
C1CCN(c2nc3nonc3nc2NCC2CCOCC2)CC1	2.4	-26.2	7.0	28.5	0.4	-25.7	-1.0	-16.8	0.5
CCn1c(SCC(=O)Nc2ccc3c(c2)oc2ccccc23)nnc1-c1ccc(N)cc1	-27.5	-15.8	65.8	-88.9	5.4	2.2	-1.2	0.1	14.4
COc1ccc2c(c1)cc1n2CCN=C1N	-92.9	-6.3	-0.5	-206.4	9.3	7.9	0.1	0.3	6.2
O=C(N/N=C/c1ccc[nH]1)c1cccnc1	6.2	-57.3	-6.5	26.3	0.1	-2.1	-0.1	-1.6	7.8
C[C@@H](C(=O)NCc1ccccn1)[C@@H]1C[C@@]1(C)[C@@H](NC(=O)OCc1ccccc1)c1ccccc1	26.3	0.7	-1.1	-17.6	2.4	2.5	0.3	-1.1	10.5
O=C(O)c1cccc(NC(=S)NC(=O)c2ccc(-c3ccc(Cl)cc3)o2)c1	63.8*	-29.7	-8.0	-23.7	-4.3	-110.8	0.0	31.4	14.4
O=C(Nc1cccnc1)c1coc(=O)c2ccccc12	-4.3	-5.2	·	i	·	-0.7	0.1	5.6	13.8
Cc1nc2ccc(NC(=O)COc3ccccc3)cc2s1	-27.4	2.0	-9.8	-11.6	-2.6	7.3	1.6	22.6	5.4
CCOC(=O)c1cnc2c(C)c(C)ccc2c1Nc1ccc(S(=O)(=O)Nc2ncccn2)cc1	40.8	-10.5	5.3	-24.6	-3.6[fluorescence artefact?]	-3.0	1.6	3.5	8.6
O=C(Nc1cc(S(=O)(=O)Nc2ccccc2Cl)ccc1O)c1cc2c(s1)CCCC2	-27.6	-15.3	-1.4	-16.4	-7.0	0.1	0.1	35.0	8.7
O=C(NCCc1c[nH]c2ccccc12)/C(=C\c1cccnc1)NC(=O)c1ccco1	-0.6	39.5	-0.3[fluorescence artefact?]	21.2	0.3	2.1	-0.1	4.9	5.8
O=C(CN(c1cccc(Cl)c1)S(=O)(=O)c1ccc(Cl)cc1)N1CCc2ccccc2C1	29.4	5.6	-2.7	40.2	2.9[fluorescence artefact?]	·	·	3.9	8.9
Cc1cc(=O)[nH]c(SCC(=O)Nc2ccc(F)cc2)c1C#N	56.6	-6.0	-3.3	-18.6	-10.7	0.6	5.2	16.3	7.3
CCN(CC)C(=S)SCC(=O)NC12CC3CC(CC(C3)C1)C2	21.6	1.0	-9.8[fluorescence artefact?]	24.8	19.3	5.6	1.8	4.8	0.9
CC1CCN(C(=O)CSc2nc(N)c3c4c(sc3n2)CN(C)CC4)CC1	29.6	-25.8	-0.5	-160.3	-0.6	-0.2	1.7	1.3	-10.2

New compounds follow
Structure	EP2 modulator	Tb hexokinase	14-3-3 Bad inh	Calpain2 inh	eIF4E-4G inh	Rad51 HR inh	zVAD death inh	Hck-Nef inh	PGE2 EP2 inh
COc1cc(C=O)ccc1OCC(=O)NC(C)(C)C	18.0	-3.9	-4.7	0.2	3.2	0.0	0.7	4.0	5.9
CCOCCCNC(=O)C(NC(=O)c1ccc(NC(C)=O)cc1)c1ccccc1 (stereo not given)	-17.2	-7.7	73.5*	7.8	-0.8	·	·	1.3	3.5
Clc1cccc(COn2c(-c3ccc(Cl)cc3Cl)nc3ncccc32)c1	43.2	1.4	4.9	13.6	-2.1	7.5	-0.1	1.8	-3.5
COc1ccc(OC)c(NC(=O)c2ccccc2NS(=O)(=O)c2cccc3cccnc23)c1	25.6	-11.8	-2.0	-4.1	-9.7	55.5*	-0.1	-0.1	13.1
CCCCc1nc(SCC(=O)Nc2cc(C)on2)n[nH]1	-1.9	-12.5	-3.8	17.2	-5.2	3.9	1.6	1.5	0.5
O=C(c1ccccc1)c1ccc2nc(N3CCCCC3)c3nncn3c2c1	28.7	-7.7	-3.8[fluorescence artefact?]	-13.4	2.5	-0.3	·	-9.7	9.2
O=C(CN1CCc2ccccc21)NCc1ccccc1Cl	15.2	-1.1	-8.7	21.2	6.1	9.1	0.3	1.2	2.9
CCOc1ccc(CC(C(=O)NN)C(=O)NN)cc1CN(C)C	2.7	-5.7	-5.8	33.5	0.6	10.7	-0.1	5.5	10.2
Cc1sc(/N=C/c2c(O)ccc3ccccc23)c(C#N)c1C	-11.2	-2.7	-10.7	-16.2	-11.8	·	0.9	1.9	·
COc1ccc2nc(Nc3ccccc3)sc2c1	-1.8	0.6	-14.4	25.5	-0.1	6.3	69.8	24.6	3.8
O=C(CCc1ccccc1)Nc1cc(C(=O)O)cc(C(=O)O)c1	44.9	-2.0	-2.7	-28.2	-0.1	-2.8	6.2	25.2	5.6
Cc1ncc([N+](=O)[O-])n1CCOC(=O)c1cc(Cl)cc(Cl)c1N	-38.7	28.9	-10.0	-13.7	11.0[fluorescence artefact?]	-12.5	0.7	0.3	4.9
O=C(NCCCN1CCOCC1)C1CC(=O)N(C2CCCCC2)C1 (stereo not given)	5.2	-6.4	9.5	-11.6	-11.6	-0.4	0.2	-0.9	10.2
CC1CCCC(C)N1CCNC(=O)C1CCN(S(=O)(=O)N2CCCCC2)CC1 (stereo not given)	7.6	-1.3	5.5	14.4	7.0	2.7	0.6	2.2	9.6
O=C(CNC(=S)NC(=O)c1cccs1)c1ccccc1	-36.8	19.0	-5.9	-3.6	-1.4	·	0.5	0.5	12.3

The list goes on.
Structure	EP2 modulator	Tb hexokinase	14-3-3 Bad inh	Calpain2 inh	eIF4E-4G inh	Rad51 HR inh	zVAD death inh	Hck-Nef inh	PGE2 EP2 inh
CC(C)CN(CC(C)C)S(=O)(=O)N1CCC(C(=O)NCCN2CCOCC2)CC1	23.6	1.9	13.9	1.6	12.4	0.9	-0.1	0.1	6.4
O=C(CN1CCN(c2ccccc2F)CC1)c1ccc2cc[nH]c2c1	-28.5	-7.1	-1.8	-81.7	0.2	·	0.0	0.4	·
O=C(CO/N=C/c1ccccc1OC(F)F)NC1CCCC1	-27.2	11.1	10.7	37.0	10.2	-17.1	0.0	14.5	5.9
CCOc1ccc(-c2nnn(CCC#N)n2)cc1OC	-4.1	-2.0	-6.6	-14.6	0.6	0.0	-0.5	18.9	6.6
O=C(CCc1c[nH]c2ccccc12)NCC1COc2ccccc2O1 (stereo not given)	-46.8	-0.4	-14.3	-12.5	1.7	-9.1	0.0	19.8	5.1
N#CCc1nc(CSc2nc3ccccc3o2)cs1	-18.9	17.8	-12.7	-12.2	-9.7	3.8	-0.1	5.9	2.0
Cc1ccc(C(C)NC(=O)c2ccco2)cc1 (stereo not given)	28.8	4.6	-11.1	-19.3	0.7	-2.5	0.1	1.2	4.7
COc1ccc2[nH]cc(C(O)CN3CCN(c4ccccc4)CC3)c2c1 (stereo not given)	-5.4	1.9	0.7	12.5	-0.9	9.8	0.5	2.0	8.5
C/C=C/Cn1c(N(C)Cc2ccccc2)nc2c1c(=O)[nH]c(=O)n2C	8.2	4.3	5.2	-6.9	2.9	-0.9	0.1	5.0	9.7
O=C(c1cccs1)c1coc2ccc(O)cc12	-22.1	-4.9	-9.0	12.8	-1.5[fluorescence artefact?]	-0.8	1.4	0.8	18.4
O=c1[nH]ncc(N/N=C\c2cccnc2)c1Cl	2.7	-80.6	-6.4	-11.9	-1.5	·	0.5	-4.5	10.3
O=C1N2c3ccccc3CCc3cccc(c32)C1(O)C(F)(F)F (stereo not given)	78.9*	5.2	3.1	37.2	1.4	-3.3	0.4	1.6	10.2
Cc1c(Nc2nc(-c3ccc(Cl)cc3)cs2)c(=O)n(-c2ccccc2)n1C	21.4	2.3	-5.3	12.7	0.4	2.4	0.7	-0.7	5.3
O=C(CCn1cnnn1)Nc1ccc(Cl)cc1Cl	2.3	1.8	7.1	1.0	2.6	0.4	2.1	-2.6	7.1
CCOC(=O)c1sc(S(C)=O)c2c1CCc1conc1-2 (stereo not given)	-14.3	-27.7	-14.9	0.4	8.4	-10.5	-0.9	3.8	11.5

Structures from the list above containing a COOH group (2):
Structure	EP2 modulator	Tb hexokinase	14-3-3 Bad inh	Calpain2 inh	eIF4E-4G inh	Rad51 HR inh	zVAD death inh	Hck-Nef inh	PGE2 EP2 inh
O=C(O)c1cccc(NC(=S)NC(=O)c2ccc(-c3ccc(Cl)cc3)o2)c1	63.8*	-29.7	-8.0	-23.7	-4.3	-110.8	0.0	31.4	14.4
O=C(CCc1ccccc1)Nc1cc(C(=O)O)cc(C(=O)O)c1	44.9	-2.0	-2.7	-28.2	-0.1	-2.8	6.2	25.2	5.6

(next part)
Structure	EP2 modulator	Tb hexokinase	14-3-3 Bad inh	Calpain2 inh	eIF4E-4G inh	Rad51 HR inh	zVAD death inh	Hck-Nef inh	PGE2 EP2 inh
O=C(Nc1cccnc1)Nc1ccc(Cl)cc1Cl	-39.0	3.6	-7.5	-3.4	-7.0	-4.9	0.7	3.2	10.4
CSc1ccccc1C(=O)C1CCCN(C(=O)c2cc(C(C)C)no2)C1 (stereo not given)	-31.2	-5.8	-10.5	-16.5	1.2	1.4	1.0	22.4	11.0
O=C(Nc1ccc(Cl)cn1)c1ccc2c(Cl)c3c(nc2c1)CCC3	18.5	-19.6	47.0	10.5	1.1	-2.3	-0.6	31.9	6.7
CN(Cc1ccccc1)C(=O)COC(=O)Cn1cnc2ccccc21	2.8	-10.0	-0.6	-18.7	1.0	-0.8	7.7	20.0	5.8
CCOc1ccc(-n2c(=O)c3c4c(sc3n(CC(=O)NCC3CCCO3)c2=O)CCC4)cc1 (stereo not given)	5.4	-4.2	-13.8	9.7	-3.0	2.1	2.7	22.4	7.5
COc1ccc(N2CCN(C(CNS(=O)(=O)c3cc(F)ccc3F)c3cccnc3)CC2)cc1 (stereo not given)	-3.3	-9.5	-13.7	26.6	-4.3	·	0.0	-1.7	·
COc1ccc(OC)c(NC(=S)NCc2ccc(S(N)(=O)=O)cc2)c1	-17.3	2.6	-11.9	-33.0	-0.9	9.7	0.5	14.6	5.5
Cc1cc(C)n2cc(CSc3nnnn3-c3ccccc3C)nc2n1	1.6	-7.3	-0.9	-45.2	-1.7	13.1	0.0	1.1	12.1
Nc1ccc(Cc2nc3cc4ccccc4cc3[nH]2)cc1	-45.4	-13.5	-18.4	15.2	6.6	-5.4	2.1	-0.6	18.9
Cn1c(CNc2ccc(Cl)cc2)nnc1SCc1ccccc1	21.9	1.8	-21.0[fluorescence artefact?]	0.7	4.7	-1.4	0.2	0.4	10.2
O=C(c1ccccc1Cl)N1CCN(c2ccccn2)CC1	7.7	-4.1	9.7	-17.5	-0.3[fluorescence artefact?]	·	-0.1	0.3	·
O=C(CSc1nnc(SCc2ccccc2)s1)N/N=C/c1c[nH]c2ccccc12	-58.8	-28.2	93.6*	-4.8	-3.2	2.6	1.6	95.3*	6.5
Cc1ccc(N2C(=O)C(Cl)=C(NCCO)C2=O)c(C)c1	-6.7	-3.1	8.3	-7.8	0.8[fluorescence artefact?]	1.4	-0.1	-0.4	8.9
COc1ccc(CCNc2ncnc3nc[nH]c23)cc1OC	-7.1	-6.0	3.4	-13.7	1.1	7.3	20.5	-1.4	13.4
CCOC(=O)c1cc(NC(=O)/C=C\C(=O)O)ccc1Cl	16.4	-3.8	-5.2	25.6	-5.1	5.5	0.7	-4.2	9.3
CCn1c(SCC(=O)NCCOc2ccccc2)nc2ccccc2c1=O	-38.3	-2.1	4.5	6.3	5.6	4.2	0.8	-1.2	0.7
CCC1(CC)C(=O)C(C)(C)C(=O)OC1c1cccs1 (stereo not given)	15.1	3.8	-0.5[fluorescence artefact?]	-31.2	-4.7[fluorescence artefact?]	0.5	-0.5	-10.1	2.9
N#C/C(=C(/O)CN1C(=O)c2ccccc2C1=O)c1nc2ccccc2[nH]1	-56.4	-3.8	-3.3	48.8	-5.7	-2.8	0.0	-0.7	10.5

Compound activity as filed in PubChem.
